Vif-APOBEC3G blk: blocks the Vif interaction with human APOBEC3G. HeLa A3G-eYFP + Vif (tagged APOBEC3G with the HIV-1 protein that degrades it), YFP fluorescence, overnight. Potency, µM (titrated, usually from 46.1 µM), without a hit: at the highest dose activity, negative = active, most hits filed as inhibitors. Q9HC16. 0.076% of 410,000 active;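 note: potency is the fitted concentration of half-maximal effect; % is set by controls: 0 for no effect and ±100 for the full control effect; nearly all actives have a fitted effect of over 60% in size; hits raise eYFP signal because A3G escapes Vif-driven loss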
Target sequence (Q9HC16 whole entry, looked up): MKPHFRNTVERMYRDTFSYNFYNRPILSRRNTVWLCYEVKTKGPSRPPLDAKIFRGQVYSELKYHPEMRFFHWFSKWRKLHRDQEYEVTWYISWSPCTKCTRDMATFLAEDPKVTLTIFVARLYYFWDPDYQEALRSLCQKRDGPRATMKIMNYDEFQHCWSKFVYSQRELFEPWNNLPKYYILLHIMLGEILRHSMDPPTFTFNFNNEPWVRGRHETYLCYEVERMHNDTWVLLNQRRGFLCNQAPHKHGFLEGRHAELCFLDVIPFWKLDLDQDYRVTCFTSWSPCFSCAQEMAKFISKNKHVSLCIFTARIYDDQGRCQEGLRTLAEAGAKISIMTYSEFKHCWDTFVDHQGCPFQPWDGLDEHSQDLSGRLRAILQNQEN
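Read-out is eYFP fluorescence (Ex 488/Em 500-530) from Vif-expressing HeLa A3G-eYFP cells; more signal means A3G escaped Vif-mediated degradation. Cells plated overnight, compound pinned in, incubated overnight at 37 deg C.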
TrxR1 substrate: rat thioredoxin reductase 1 substrate activity. purified TrxR1 substrate turnover, NADPH consumption readout. Potency, µM (titrated, usually from 114 µM), inactives show at the highest dose activity change, negative = substrate turnover. 0.01% of 390,000 active. AID 588456; note: potency is the fitted concentration of half-maximal effect; % is set by controls: 0 for no effect and ±100 for the full control effect; nearly all actives have a fitted effect of over 50% in size
Target sequence (O89049 whole entry, looked up): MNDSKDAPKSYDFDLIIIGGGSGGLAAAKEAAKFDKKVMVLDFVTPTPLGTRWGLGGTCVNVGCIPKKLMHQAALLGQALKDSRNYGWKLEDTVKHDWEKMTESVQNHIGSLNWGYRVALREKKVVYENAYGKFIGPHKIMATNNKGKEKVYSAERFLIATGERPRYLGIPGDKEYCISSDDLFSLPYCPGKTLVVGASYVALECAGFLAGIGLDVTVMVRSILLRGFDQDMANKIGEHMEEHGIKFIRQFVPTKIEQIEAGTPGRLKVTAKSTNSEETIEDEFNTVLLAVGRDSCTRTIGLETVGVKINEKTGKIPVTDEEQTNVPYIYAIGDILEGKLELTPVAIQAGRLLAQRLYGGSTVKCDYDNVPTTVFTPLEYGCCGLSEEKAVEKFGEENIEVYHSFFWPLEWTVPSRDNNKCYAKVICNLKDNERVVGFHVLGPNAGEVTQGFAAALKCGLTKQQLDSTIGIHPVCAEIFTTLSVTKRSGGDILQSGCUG
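Rat TrxR1, dispensed at 90 nM, was prereduced with 400 uM NADPH (final) for 5 min at ~22 deg C, then incubated with compound 15 min before 400 uM selenite. A first-read NADPH fluorescence drop versus no-compound background flagged substrates.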
USP1 inh: inhibitors of human USP1/UAF1 deubiquitinase; O94782; 0.23% of 390,000 active; Potency, µM (titrated, usually from 57.1 µM), for the others: at the top dose activity change, negative = inhibition, hits mostly inhibitors; AID 743255; recombinant USP1/UAF1, Ub-Rhodamine cleavage fluorescence; note: potency is the fitted concentration of half-maximal effect; % is set by controls: 0 for no effect and ±100 for the full control effect; nearly all actives have a fitted effect of over 60% in size; inactives centre near -12
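In this screen, compounds sit with the deubiquitinase complex (1nM) for 15 min at room temperature before Ub-Rho is added at 150nM final. Fluorescence rise is then followed for 6 reads every 60 seconds.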
TrxR1 inh: rat TrxR1 inhibition; AID 588453; recombinant rTrxR1, NADPH fluorescence consumption, selenite substrate; 1% of 390,000 active; O89049; Potency, µM (highest dose often 114 µM), for the others: at the top dose activity change, negative = inhibition, usual class: inhibitors; note: potency is the fitted concentration of half-maximal effect; % is set by controls: 0 for no effect and ±100 for the full control effect; nearly all actives have a fitted effect of over 65% in size
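Rat TrxR1 (90 nM in the dispensed reagent) was pre-reduced with 400 uM NADPH for 5 min at room temperature, then incubated with compound for 15 min. After 400 uM selenite was added, NADPH fluorescence (Ex 340/Em 450 nm) was followed for 8 min.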
LDHA block: blocks human lactate dehydrogenase A | purified LDHA, NADH/diaphorase-resazurin fluorescence; stronger effect = lower value | 0.15% of 480,000 active | AID 1347041 | activity change, % (values are at about 110 or 230 µM); in the data active = activity change below about -30%; inconclusive = mostly about -25% to -30%;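 note: plate controls were DMSO wells for no effect and wells without enzyme for full effect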
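Human LDH5 (2 nM) was incubated with 0.06 mM NADH and 0.2 mM pyruvate for 5 min at room temperature in Tris pH 7.4. Remaining NADH was coupled through diaphorase/resazurin, and resorufin fluorescence was read at 0 and 20 min.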
Vif-APOBEC3F blk: blocks the Vif interaction with APOBEC3F. HeLa A3F-eYFP + Vif (tagged APOBEC3F with the HIV-1 protein that degrades it), YFP fluorescence increase. Potency, µM (doses to about 46.1 µM), without a hit: at the top dose activity, negative = active. 0.2% of 390,000 active. AID 602313; note: potency is the fitted concentration of half-maximal effect; % of control where 0% means no effect; nearly all actives have a fitted effect of over 65% in size
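HeLa cells stably expressing Vif plus C-terminally eYFP-tagged A3F were seeded, incubated overnight at 37 deg C, dosed with compound, incubated overnight again at 37 deg C. Yellow fluorescence (Ex 488/Em 500-530) reported blocked Vif-mediated A3F-eYFP degradation.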
IDH1 R132H inh: inhibitors of human mutant IDH1 R132H; IDH1-R132H enzyme, NADPH consumption, diaphorase/resazurin fluorescence; Potency, µM (titrated, usually from 76.6 µM), without a hit: at the top dose activity change, negative = inhibition, actives largely listed as inhibitors; 0.093% of 390,000 active; AID 602179; note: potency is the fitted concentration of half-maximal effect; % is set by controls: 0 for no effect and ±100 for the full control effect; nearly all actives have a fitted effect of over 65% in size
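IDH1-R132H (0.5 ug/mL dispensed) in pH 7.5 Tris buffer was preincubated 30 min with compound, then given a substrate mix of 0.016 mM NADPH and 2 mM alpha-KG for 80 min at room temperature; remaining NADPH was read by diaphorase/resazurin fluorescence.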
GRP78 ERSR act: ER stress response induction in glioma | U87-MG GRP78 promoter luciferase reporter, 16 h | Potency, µM, inactives show top-dose activation, usual class: activators | 0.02% of 420,000 active | AID 602332; note: potency is the fitted concentration of half-maximal effect; series mostly up to about 76 µM; % of control where 0% means no effect; nearly all actives have a fitted effect of over 35% in size
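ERSR induction read as luciferase luminescence (Bright-Glo, 10 min at room temperature) in stably transfected human U87-MG glioma cells exposed to compounds for 16 h, using GRP78 as sensor.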
RGS4 inh: inhibitors of human regulator of G protein signaling 4; Transcreener GDP fluorescence polarization, RGS4-accelerated GTP hydrolysis; 0.039% of 390,000 active; P49798; Potency, µM (top dose mostly 114 µM), without a hit: at the highest dose activity change, negative = inhibition, most hits filed as inhibitors; note: potency is the fitted concentration of half-maximal effect; % is set by controls: 0 for no effect and ±100 for the full control effect; nearly all actives have a fitted effect of over 75% in size; some results filed as inactive show a strong effect at the top dose
Target sequence (P49798 whole entry, looked up): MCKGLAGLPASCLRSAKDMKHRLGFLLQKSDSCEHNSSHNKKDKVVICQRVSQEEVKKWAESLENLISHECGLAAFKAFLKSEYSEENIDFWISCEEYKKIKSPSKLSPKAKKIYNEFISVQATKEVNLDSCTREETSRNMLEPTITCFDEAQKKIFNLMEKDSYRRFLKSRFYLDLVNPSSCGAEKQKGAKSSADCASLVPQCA
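MLSMR compounds (23 nl, pin-transferred) preincubated 10 min at room temperature with a 500nM (2x) first reagent, then RGS4 at 900nM (2x) plus Transcreener GDP mix added; fluorescence polarization (620/688 nm) read before and after 90 min at 30 °C.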
Active calls of the source: *; ? = inconclusive; . = not tested or not shown; & = joins results of further samples; [ ] = another dose, or the depositor's remark. Unless noted, calls come from the whole dose curve; as a rule, active = well fitted curve in the direction sought with a large enough effect; inconclusive = small, poorly fitted or top-dose-only effect, or another doubt; inactive = no such curve, though single readings can be large; an effect the other way counts as inactive or inconclusive.

SMILES | Vif-APOBEC3G blk | TrxR1 substrate | USP1 inh | TrxR1 inh | LDHA block | Vif-APOBEC3F blk | IDH1 R132H inh | GRP78 ERSR act | RGS4 inh
O=C1CCC([N+](=O)[O-])C(c2ccc(F)c(Br)c2)N1 (stereo not drawn) | 1% | 2% | -13% | 18% | -4 | 5% | -7% | -4% | -3%[56.9 µM]
O=C(CSCc1ccccc1)Nc1cccc(F)c1 | 3% | 5%[57.1 µM] | -5% | 8% | -4 | ? | 6% | 2% | ?
NCc1ccc2[nH]c(=O)[nH]c2c1 | 2% | -6% | -4% | 22%[57.1 µM] | -1 | -1% | 7% | -5% | 7%
COc1ccccc1NC(=O)c1sc2nc3n(c(=O)c2c1C)N=C(c1cccc(Br)c1)CS3 | 0% | 5%[57.1 µM] | -12% | 22%[57.1 µM] | -2 | -5% | -4% | -5% | 5%
COc1ccc(C)cc1-n1nnnc1SCC(=O)Nc1cccnc1Cl | 1% | -11% | 3% | -12% | -4 | 0% | 4% | -1% | 21%
CCCn1cc(S(=O)(=O)c2ccc(Cl)cc2)c(=O)c2cc(OC)ccc21 | 1% | -5% | ? | 0% | -4 | -1% | 1% | 1% | -83%[56.9 µM]
CCn1c(=O)c2c(nc3n2CCS3)n(C)c1=O | -1% | -11% | -7% | -13% | -3 | 1% | 0% | -5% | 28%
Nc1ccc(-c2nnn(CC(=O)N3CCCCC3)n2)cc1 | -1% | -11% | 3% | -10% | -5 | 4% | -2% | -9% | 22%
Cc1cccc(C(=O)N[C@@H]2c3ccccc3C[C@@H]2O)n1 | -1% | 3%[57.1 µM] | -31% | -3%[57.1 µM] | -2 | -4% | -5% | -3% | 5%
O=c1c2ccccc2cnn1-c1ccc(Cl)cc1 | -1% | 3%[57.1 µM] | -7% | 6%[57.1 µM] | -3 | 6% | 6% | -4% | -34%
CC1(C(=O)OCC(=O)Nc2ccc(C(N)=O)cc2)CC1(Cl)Cl (stereo not drawn) | 5% | 11%[57.1 µM] | -22% | 9%[57.1 µM] | -8 | 3% | -5% | -3% | -43%
Cc1ccsc1CN(C(=O)c1oc2ccccc2c1C)C1CCS(=O)(=O)C1 (stereo not drawn) | . | -8% | -9% | 8% | -1 | . | . | . | 15%
COc1cc2c(c(Br)c1N)-c1cc(Br)c(N)cc1C2=O | 2% | . | -6% | . | -7 | -10% | 6% | -1% | .
Cc1ccc([C@H]2C[C@@H](n3cc(COC(=O)c4ccccc4)nn3)[C@H](O)CN2C(=O)C2CCCCC2)cc1 | 0% | . | -9% | . | -10 | -13% | -5% | 11% | .
O=C(NCCc1ccccc1)C(=O)NCC1CCCO1 (stereo not drawn) | -1% | 2% | 2% | 15% | -1 | 1% | 3% | 3% | -2%
CC1(C(=O)NC2CCCC2)CCC(=O)N1Cc1ccccc1Cl (stereo not drawn) | 0% | -2% | -6% | 13% | -9 | 6% | 18% | -7% | 19%
O=C1OC(c2ccccc2)(c2ccccc2)c2ccsc21 | -3% | . | ? | . | -1 | -15% | -2% | -3% | .
COc1ccc(CNC(=S)Nc2ccccc2)cc1 | 4% | 8%[57.1 µM] | -17% | 1%[57.1 µM] | -8 | -3% | -1% | -3% | -3%
CC(C)C1Nc2ccc(S(N)(=O)=O)cc2C2C=CCC21 (stereo not drawn) | -1% | -7%[57.1 µM] | -18% | ? | 5 | -5% | -18% | -1% | -44%
Cc1ccc(OC(=O)CCC(=O)N2CCc3ccccc32)cc1 | 0% | -3% | -16% | -6% | 3 | -4% | 15% | 5% | 11%
O=C1CC(N(Cc2ccco2)C(=O)Nc2ccc(F)cc2)C(=O)N1c1ccc(F)cc1 (stereo not drawn) | 1% | 7%[57.1 µM] | -21% | -18% | -3 | 3% | 0% | -5% | 1%
COC(=O)Nc1ccc(S(=O)(=O)NCCO)cc1 | 0% | -13% | -5% | -12% | -6 | -8% | 1% | -1% | 4%
CC(c1ccccc1)C1C(C#N)=C(N)SC(N)=C1C#N (stereo not drawn) | 0% | 16%[57.1 µM] | -7% | 20%[57.1 µM] | -9 | 0% | -4% | -7% | -42%
CC(SC1=NCCS1)C(=O)Nc1nnc(-c2ccc(Br)cc2)s1 (stereo not drawn) | -8% | -3%[57.1 µM] | -15% | 23%[57.1 µM] | 2 | ? | 4% | 0% | -8%
COc1ccc(NC(=O)Cn2nc(C(F)(F)F)c3c2CCCC3)cc1OC | 4%&3% | -11%&-8% | ? | 5%&-7% | 0&6 | 1%&-3% | -5%&-1% | -2%&-4% | -11%&21%

Whole records from above:
O=C1OC(c2ccccc2)(c2ccccc2)c2ccsc21 in the list: Vif-APOBEC3G blk: -3%; TrxR1 substrate: .; USP1 inh: ?; TrxR1 inh: .; LDHA block: -1; Vif-APOBEC3F blk: -15%; IDH1 R132H inh: -2%; GRP78 ERSR act: -3%; RGS4 inh: .
CC(C)C1Nc2ccc(S(N)(=O)=O)cc2C2C=CCC21 (stereo not drawn) in the list: Vif-APOBEC3G blk: -1%; TrxR1 substrate: -7%[57.1 µM]; USP1 inh: -18%; TrxR1 inh: ?; LDHA block: 5; Vif-APOBEC3F blk: -5%; IDH1 R132H inh: -18%; GRP78 ERSR act: -1%; RGS4 inh: -44%

Further compounds follow.
SMILES | Vif-APOBEC3G blk | TrxR1 substrate | USP1 inh | TrxR1 inh | LDHA block | Vif-APOBEC3F blk | IDH1 R132H inh | GRP78 ERSR act | RGS4 inh
COc1cc2nc(SCC(=O)c3ccc(Br)cc3)n3nc(C)nc3c2cc1OC | -3% | 2% | -1% | 7% | -2 | 5% | 1% | -2% | 8%
Cc1nc2c(c(C)nn2-c2ccccc2)c(C)c1CCC(=O)NCCCOC(C)C | -8% | 58%[activator] | -16% | 11% | -5 | 0% | -5% | -3% | 19%[56.9 µM]
S=C(NCc1ccc(Cl)cc1)Nc1ccccc1 | -1% | 3% | -18% | -5% | 0 | -13% | -1% | 4% | -7%
Cc1ccc(N2C(=O)C3C4C=CC(CC4)C3C2=O)c([N+](=O)[O-])c1 (stereo not drawn) | -4% | 14% | -17% | 19% | -1 | -8% | 16% | -1% | 27%
CCOCCCn1c(SCC(=O)NCc2ccco2)nc2c(sc3ccccc32)c1=O | -3% | 0% | -27% | -21% | 0 | -11% | 2% | -1% | 11%
CC1(C#N)c2ccccc2C(Br)=CN1C(=O)c1ccccc1 (stereo not drawn) | -7% | -5% | -20% | 16% | -4 | 10% | 6% | 4% | 21%
Cc1cc(C)c(C#N)c(SCC(=O)Nc2ccccc2C#N)n1 | 4% | 4%[57.1 µM] | -30% | 17%[57.1 µM] | -6 | 8% | 1% | -2% | 0%
Cc1nnc(SCC(=O)N2CCN(S(=O)(=O)c3ccc(Cl)cc3)CC2)n(N)c1=O | 7% | -1% | 3% | 13% | -3 | 8% | 1% | -2% | -3%
O=C1NC[C@H](Cc2ccccc2)N(C[C@H]2CCCN2C[C@H](Cc2ccccc2)N2C[C@H](Cc3ccccc3)N(CC3CCCCC3)C(=O)C2=O)C1=O | ? | -5% | -16% | 21% | 1 | ? | ? | -7% | -11%
CC(C)(C)OC(=O)N1CCC(c2c(C(=O)NCc3ccc(F)cc3)cnn2-c2ccc(F)cc2)CC1 | -3% | 1% | 2% | 13% | 0 | -6% | -3% | -1% | 1%
CCCC(=O)Nc1ccc(Cc2ccc(NC(=O)CCC)c(C(=O)O)c2)cc1C(=O)O | -1% | 7%[57.1 µM] | -15% | 9%[57.1 µM] | -6 | ? | -12% | -3% | 7%
CS(=O)(=O)c1cnc(-c2ccccc2)nc1Oc1ccc(F)cc1 | 2% | -3%[57.1 µM] | -9% | 13%[57.1 µM] | -4 | 3% | 6% | -6% | 2%
COc1cccc(N(CC(=O)NCc2cccnc2)S(C)(=O)=O)c1 | 0% | -2% | -6% | 17% | -7 | 5% | 1% | -6% | -31%
COc1ccc2sc(NC(=O)CC(C)C)nc2c1 | 3% | -8% | -11% | -14% | 1 | 2% | 5% | 3% | 16%
COc1ccc(-c2cc(C(=O)Oc3ccc(C#N)cc3)no2)cc1 | 3% | -6% | -18% | -16% | 2 | -1% | 12% | 11% | 16%
COc1cccc(-c2ccc(NC(=O)C3CCCN(Cc4cc(C)[nH]n4)C3)cc2)c1 (stereo not drawn) | -2% | 6%[57.1 µM] | -11% | 15%[57.1 µM] | -9 | 6% | -1% | 0% | -12%
COc1cc(NC(=O)NS(=O)(=O)c2ccc(C)cc2)cc(OC)c1 | 1% | 6% | -19% | 15% | 7 | 11% | 4% | 2% | -28%
CCOc1nc(NC(=O)NS(=O)(=O)Oc2ccc(Cl)cc2)nc(-c2ccccc2)n1 | 2% | 11%[11.4 µM] | -29% | 9% | -3 | 0% | 2% | 4% | -5%
Cn1c(CNC(=O)c2ccccc2F)nnc1SCC(=O)N1CCN(c2ccccc2)CC1 | 3% | 0%[57.1 µM] | -7% | 7%[57.1 µM] | -6 | 24% | -7% | -1% | 5%
CCOc1ccc(C2=Nn3c(nnc3-c3ccccn3)SC2)cc1 | -27% | 1%[57.1 µM] | -11% | 20%[57.1 µM] | -1 | -8% | -5% | 1% | 3%
Cc1cc(NS(=O)(=O)c2ccc(NC(=O)c3ccccc3F)cc2)no1 | 0% | -2% | -3% | 11% | -2 | 0% | -14% | -1% | 23%
COC(=O)c1scc(-c2ccc(C)cc2)c1S(=O)(=O)Nc1ccc(F)cc1F | 0% | -6%[57.1 µM] | -24% | 9%[57.1 µM] | 2 | -3% | -5% | -2% | 1%

Only part of the results is shown, so the mix of outcomes need not match the whole.
